High-throughput results deposited in PubChem by The Scripps Research Institute Molecular Screening Center.
OXTR potentiate – human OXTR potentiators, primary screen, fluorescence, CHO-OTR cells, Fluo-8 calcium | 320,000 tested, 0.061% active | Fluo-8 calcium fluorescence, potentiator mode; 0% = oxytocin EC15, 100% = EC100 | activation, % at 3 µM | Oxytocin receptor (Homo sapiens), P30559;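 active means activation above that plate's cutoff, the mean activation of tested compounds plus 3 SD, cut at about 6.6% in these data, passing the limit was not always enough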;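 further: 100% uses oxytocin at 75 nM as the full agonist control; some results filed as inactive read as strong as hits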
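assay system = CHO-OTR cells, human receptor | schedule = compound 6 min at room temperature before oxytocin, 100 s read | detection = Fluo-8 intracellular calcium fluorescence, ex 470-495, em 515-575 nm | evaluation = normalized max/min fluorescence ratio, % activation | control set = EC15 oxytocin alone as 0%, 75 nM oxytocin (EC100) as 100%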
CHO-K1 Ca ag – counter-screen for M1 agonists: effect in parental CHO-K1 cells; 360,000 tested, 0.48% active; AID 602248, 2012; activation, % at 3 µM; Fluo-8 calcium fluorescence; scaled to maximal ATP response, vehicle zero; in the data active means activation above about 15%;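 further: untransfected CHO-K1 host cells lacking M1 receptor as counterscreen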
CHO parental Ca – ATP-evoked calcium signal inhibitors, parental CHO, primary screen, counter-screen for OX1R antagonist project, cell-based, fluorescence, Fluo-8 calcium dye. parental CHO-K1, ATP-induced calcium, Fluo-8 fluorescence. 330,000 tested, 0.63% active. inhibition, % at 5.6 µM;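 active means inhibition above that plate's mean sample inhibition plus 3 SD, cut at about 26% in these data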;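 further: 0% = ATP-challenged DMSO wells and 100% = DMSO wells without ATP; some compounds past the cut are filed as inactive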
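Assay system: untransfected parental CHO cell line. Also added: ATP agonist challenge. Dosing: one dose, 5.6 µM nominal. Measured by: Fluo-8 fluorescence. Read-out: % inhibition. Benchmarks: ATP wells versus no-ATP DMSO wells. Repeats: no replicates.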
CHO-K1 Ca antag – nonselective inhibitor or artifact in parental CHO-K1 cells; ATP-induced calcium, Fluo-8 fluorescence; inhibition, % at 3 µM; 360,000 tested, 0.6% active; AID 602250;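 active means inhibition above a per-plate cutoff, the plate's mean sample inhibition plus 3 SD, cut at about 24% in these data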;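 further: 0% = DMSO plus EC80 ATP and 100% = DMSO alone without ATP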
V1aR counter – agonists of human V1a receptor, primary screen, counter-screen for OXTR agonist project, fluorescence, CHO-V1R cells; 320,000 tested, 0.25% active; AID 2797, 2010; activation, % at 3 µM; Fluo-8 calcium fluorescence, agonist mode; 0% DMSO, 100% 3 nM vasopressin;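 active means activation above the mean activation of all tested compounds plus 3 SD, per screening run, cut at about 20% in these data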;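 further: signal is peak over basal fluorescence ratio across a 100 second FLIPR read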
Target sequence (P37288 whole entry, looked up): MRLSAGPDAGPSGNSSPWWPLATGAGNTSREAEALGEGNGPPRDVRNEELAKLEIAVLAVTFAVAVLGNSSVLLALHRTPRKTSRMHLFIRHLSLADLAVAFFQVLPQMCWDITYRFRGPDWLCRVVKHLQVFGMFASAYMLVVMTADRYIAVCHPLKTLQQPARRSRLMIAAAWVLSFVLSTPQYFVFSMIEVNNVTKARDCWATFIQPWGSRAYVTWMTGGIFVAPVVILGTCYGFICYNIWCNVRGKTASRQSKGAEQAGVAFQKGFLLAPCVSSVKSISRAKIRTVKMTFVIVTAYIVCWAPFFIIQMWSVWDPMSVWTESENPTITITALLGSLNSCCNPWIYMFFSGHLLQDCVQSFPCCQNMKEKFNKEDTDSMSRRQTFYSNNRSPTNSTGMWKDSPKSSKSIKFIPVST
OXTR ag – human OXTR agonists, primary screen, fluorescence, CHO-OTR cells, Fluo-8 calcium | AID 2435, 2010 | 320,000 tested, 0.32% active | Fluo-8 calcium fluorescence; normalized: DMSO 0%, oxytocin 100% | activation, % at 3 µM;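 active means activation above the mean of all tested compounds plus 3 SD, cutoff set per screening run, cut at about 20% in these data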;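 further: peak over basal fluorescence ratio from a 100 s FLIPR kinetic read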
GPR7 antagonist – GPR7 receptor antagonists, primary screen, cell-based, fluorescence, single concentration. Neuropeptides B/W receptor type 1 (Homo sapiens), P48145. GPR7-expressing cells, fluorescence antagonist assay. inhibition, % at 4.4 µM. 290,000 tested, 1.1% active; in the data active means inhibition above about 16%, passing the limit was not always enough;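 further: cells stimulated with the agonist NPW; 0% = agonist with vehicle and 100% = vehicle without agonist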
Target sequence (P48145 whole entry, looked up): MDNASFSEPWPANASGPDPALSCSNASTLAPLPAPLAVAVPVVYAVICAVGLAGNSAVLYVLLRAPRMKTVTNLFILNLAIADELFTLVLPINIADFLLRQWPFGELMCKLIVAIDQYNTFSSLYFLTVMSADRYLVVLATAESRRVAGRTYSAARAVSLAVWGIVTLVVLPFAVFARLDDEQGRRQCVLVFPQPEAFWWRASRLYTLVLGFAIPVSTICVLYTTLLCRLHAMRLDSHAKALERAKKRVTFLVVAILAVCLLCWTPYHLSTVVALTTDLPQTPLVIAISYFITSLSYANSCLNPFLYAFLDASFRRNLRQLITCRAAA
TAAR1 antag – human TAAR1 antagonists, primary screen, Fluo-8 calcium fluorescence, CHO RD-HGA16 cells | Trace amine-associated receptor 1 (Homo sapiens), Q96RJ0 | antagonist | inhibition, % at 3 µM | 360,000 tested, 1.5% active;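 active means inhibition above a per-plate cutoff, the mean inhibition of test compounds on that plate plus 3 SD, cut at about 49% in these data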;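 further: 0% = DMSO plus EC80 beta-PEA response and 100% = DMSO alone without agonist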
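Test system: RD-HGA16 CHO cells with stable hTAAR1 and Gα16 / Probe or stimulus: EC80 β-phenethylamine stimulus / Times: seeding 17-24 h prior, 75-min 37 °C, 30-min RT dye loading / Detection: Fluo-8 calcium-sensitive fluorescence / Read-out basis: % inhibition scaled between DMSO and EC80 PEA controls / Repeats: singlicate, one well per test compound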
M1 PAM parental – nonselective calcium activators in parental CHO-K1 cells, primary screen, counter-screen for M1 PAM project, cell-based, Fluo-8 calcium fluorescence, full deck, 1536-well | 360,000 tested, 0.02% active | ATP EC20; 0% at ATP EC20, 100% at ATP max | AID 602247, 2012 | activation, % at 3 µM;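 active means activation above the run cutoff, the mean activation of all test compounds plus 3 SD, cut at about 40% in these data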;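 further: peak over basal fluorescence ratio in a 140 s read after ATP addition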
The depositor's hits bear a star; x = not tested or not shown.

SMILES | OXTR potentiate | CHO-K1 Ca ag | CHO parental Ca | CHO-K1 Ca antag | V1aR counter | OXTR ag | GPR7 antagonist | TAAR1 antag | M1 PAM parental
CN1C(=O)C(CC(=O)Nc2ccc(F)cc2)N(NC(=O)c2cccc(F)c2)C1=S (stereo unspecified) | -3.2 | 1.9 | -13.0 | -3.8 | 0.4 | 1.1 | 10.4 | -3.7 | 11.7
C[C@@H]1C=C(C(=O)NCc2ccccc2)O[C@H](OCc2ccc(CO)cc2)C1 | -11.8 | 0.7 | -13.9 | -3.6 | 0.7 | -0.7 | 3.2 | -8.1 | 6.9
Cc1ccc(S(=O)(=O)NC2CCCCCCC2)cc1 | -8.1 | 2.6 | -9.4 | -17.7 | 0.3 | -1.9 | -20.4 | 16.2 | 25.8
CCOc1ccc(-n2cccc2C=O)cc1 | -2.0 | -0.1 | -5.6 | -6.6 | 0.3 | -2.5 | -3.7 | 14.3 | 23.9
COc1ccc(C2=NN(C(=O)CCC(=O)O)C(c3ccc([N+](=O)[O-])cc3)C2)cc1 (stereo unspecified) | x | -0.4 | x | 2.3 | x | x | -9.8 | -9.8 | -17.9
CC(C(=O)O)N1C(=O)c2cccc3cccc1c23 (stereo unspecified) | -7.9 | 0.1 | -16.5 | -7.8 | 9.0 | 0.6 | -7.0 | -27.8 | 14.2
Cc1cc(NC(=O)CSCC(=O)N(C)Cc2ccc(Cl)c(Cl)c2)no1 | -8.9 | -0.2 | -13.9 | -1.4 | -0.6 | -1.2 | 9.3 | -30.4 | 13.8
COc1cc(/C=C(/C#N)C(=O)Nc2cc(C(F)(F)F)ccc2Cl)ccc1OCC(=O)Nc1cccc(C(F)(F)F)c1 | x | 0.2 | x | -3.7 | x | x | x | -14.6 | 12.6
Cc1cccc(C)c1Nc1nnc(SCC(=O)NCc2ccco2)s1 | -8.6 | 0.3 | -0.1 | 1.4 | -0.4 | -0.6 | 1.1 | 20.8 | 2.8
O=C(Nc1cc([N+](=O)[O-])ccc1O)c1cccc(C(=O)Nc2cc([N+](=O)[O-])ccc2O)c1 | -7.3 | 0.3 | -5.3 | -2.5 | -0.7 | 0.4 | -15.8 | -5.8 | 9.7
CC1(c2ccccc2)NC(=O)N(CC(=O)N(c2ccccc2)C2CCS(=O)(=O)C2)C1=O (stereo unspecified) | 3.7 | 0.4 | -4.9 | -11.2 | 1.1 | 3.1 | x | 11.0 | 15.1
O=C(c1ccc2c(c1)OCCO2)N1CCCC(CNS(=O)(=O)c2cccs2)C1 (stereo unspecified) | -10.2 | 0.7 | -17.9 | -15.3 | -0.3 | -0.5 | -3.7 | 6.3 | 15.8

Three compounds from above, reduced to OXTR ag:
compound	OXTR ag
C[C@@H]1C=C(C(=O)NCc2ccccc2)O[C@H](OCc2ccc(CO)cc2)C1	-0.7
Cc1ccc(S(=O)(=O)NC2CCCCCCC2)cc1	-1.9
CCOc1ccc(-n2cccc2C=O)cc1	-2.5

(continued)
SMILES | OXTR potentiate | CHO-K1 Ca ag | CHO parental Ca | CHO-K1 Ca antag | V1aR counter | OXTR ag | GPR7 antagonist | TAAR1 antag | M1 PAM parental
Cc1cc(C)cc(COn2ccnc2)c1 | -4.5 | -0.6 | -7.8 | -17.2 | -0.4 | -1.8 | 1.7 | -0.5 | 22.4
CCOCCC(=O)Nc1ccc2c(c1)c(=O)n(C)n2CC=C(C)C | x | -0.4 | x | -9.9 | x | x | x | -1.4 | 3.4
COc1cc(NC(=O)c2ccc(C)cc2C)ccc1NC(=O)c1cc2ccccc2o1 | -4.9 | -0.6 | -9.3 | -10.1 | -0.2 | 1.5 | -14.2 | 8.4 | 19.3
CC[n+]1ccc(C)c2cc(S(=O)C(F)(F)F)ccc21 (stereo unspecified) | -5.8 | 0.0 | -8.1 | 2.0 | -0.9 | 0.8 | 0.3 | x | 7.9
CCOc1c(Br)cc(C2NC(=O)CCC2[N+](=O)[O-])cc1OC (stereo unspecified) | -4.1 | 8.6 | 3.3 | 12.8 | -0.1 | -0.3 | -6.6 | -26.0 | -7.0
COc1cccc(OCCSc2nc3ccccc3c(=O)[nH]2)c1 | -5.6 | -0.1 | -9.2 | 2.0 | -0.1 | -1.8 | -17.3 | 19.3 | 8.1
COc1cc([C@@H]2C[C@H]3CN(c4ccccc4)C(=O)[C@]34CCCN24)cc(OC)c1OC | 0.3 | 2.1 | -15.7 | -3.9 | 0.0 | 0.7 | -8.8 | -9.8 | 19.4
COc1cc(C(C)=O)ccc1OCCN1CCC(Cc2ccccc2)CC1 | 3.3 | 1.8 | -8.6 | -5.8 | 3.0 | 2.4 | -5.5 | -27.3 | -8.6
Cc1cccc(C)c1NC(=O)CN1C(=O)NC(C)(CCc2ccccc2)C1=O (stereo unspecified) | -5.4 | 1.1 | -9.2 | -8.9 | -0.2 | -0.7 | -10.4 | -3.6 | 2.3
Cc1ccc(NC(=O)N2CCC(C(=O)c3ccc(F)cc3)CC2)cc1 | -5.4 | 2.8 | -6.9 | -13.4 | 2.5 | -0.7 | -6.5 | -16.0 | -0.7
Cn1c(=O)n(C)c2cc(NC(=O)C(F)(F)F)ccc21 | 0.2 | -0.2 | -11.3 | 2.7 | 1.8 | 0.1 | -6.7 | 2.8 | -1.4
COc1ccc(OC)c(NC(=S)N(CCc2c(C)[nH]c3ccccc23)Cc2cccs2)c1 | -7.5 | 0.4 | 0.5 | 4.1 | 1.5 | 1.3 | -4.9 | 3.7 | -5.6
CNC(=O)COC(=O)c1ccc(Cl)c(S(=O)(=O)N2CCCC2)c1 | -2.7 | -0.1 | 17.6 | 15.2 | 0.2 | 0.9 | -2.4 | -16.4 | -13.6
Cc1ccc(CNC(=O)C(=O)NCC2OCCN2S(=O)(=O)c2ccc3c(c2)OCCO3)cc1 (stereo unspecified) | -3.9 | 0.8 | -4.6 | -6.3 | 1.1 | 0.2 | -13.1 | 6.6 | 11.3
Clc1cccc(CSC2=NCCCN2)c1 | -2.3 | 0.0 | -6.0 | 14.3 | 1.0 | 1.0 | -6.7 | x | -7.1
Cc1ccc(NCCC(=O)c2ccc(Cl)cc2)cc1C | 4.1 | 0.2 | -6.8 | -0.9 | 0.7 | 0.2 | -2.7 | 1.3 | 6.0
C=CC[C@@H](CC(=O)N[C@@H](CO)Cc1ccccc1)C(=O)NC[C@H](OC(=O)[C@@H](CC=C)Cc1ccc(F)cc1)c1ccccc1 | -5.5 | 3.1 | -17.7 | -11.3 | 1.2 | 2.3 | x | 63.5* | 5.9
O=S(=O)(NCC1CCCO1)c1ccc(-c2ccc(Cl)cc2)cc1 (stereo unspecified) | -27.4 | 6.2 | 35.9* | -11.4 | 5.3 | 5.4 | 13.4 | 13.9 | 0.9
Cc1c(C(=O)O)cccc1-n1c(C)cc(C=O)c1C | -9.3 | 0.8 | 4.2 | -17.8 | 0.6 | 0.0 | -2.5 | 6.8 | 23.8
OC[C@@H]1CN(C2CCCC2)C[C@H](n2cnc3c(NC4CC4)ncnc32)O1 | x | -0.2 | x | -4.9 | x | x | x | -9.8 | -4.5
CC(=O)NN(O)C1N(C)C(=O)N(Cc2ccccc2)C1(C)C (stereo unspecified) | -9.8 | 0.1 | -12.3 | -3.3 | -1.7 | 0.0 | x | 22.9 | 12.8
CC(NC(=O)c1ccco1)C(=O)N1CCN(c2ccccc2)CC1 (stereo unspecified) | -7.2 | 2.2 | -2.1 | -0.9 | -0.4 | 0.1 | 0.0 | -33.5 | 12.7
COc1ccc(Cc2noc(CN(C)Cc3ccc(-n4cccn4)cc3)n2)cc1OC | 3.6 | 4.2 | -20.8 | -12.0 | 1.2 | 4.0 | -12.3 | 7.8 | 11.2
Cc1onc(-c2ccccc2Cl)c1C(=O)OCC(=O)c1c(N)n(C)c(=O)n(C)c1=O | -8.4 | 1.0 | -3.9 | 6.2 | 1.0 | 3.3 | -11.1 | 9.3 | -5.1
COc1cc(-c2nc3cc(C)ccn3c2NC2CCCCC2)ccc1-c1ccc(C(C)=O)cc1 | -11.7 | -0.2 | -9.4 | -21.4 | 1.4 | -0.5 | x | 24.7 | -3.2
COc1ccc(OC)c(NC(=O)Nc2nc(C(N)C(C)C)cs2)c1 (stereo unspecified) | x | 0.2 | x | 7.8 | x | x | x | -5.8 | 5.4
Cc1ccc2c(Cl)c(C(=O)NCC(c3ccco3)N3CCCC3)sc2c1 (stereo unspecified) | -7.6 | 0.1 | -30.4 | 3.0 | 0.2 | 0.0 | -9.7 | -9.6 | -15.8
N#Cc1ccc(CSc2nnc(NC(=O)c3ccc(=O)[nH]c3)s2)cc1 | -1.4 | 1.4 | -18.9 | -11.8 | 0.1 | 4.6 | -7.4 | -1.2 | 8.7
Cc1ccc(C2Nc3ccccc3NC3=C2C(=O)CC(C)(C)C3)c(O)c1 (stereo unspecified) | -6.2 | 1.4 | -1.0 | -4.5 | 0.4 | 0.4 | -6.5 | 2.2 | 5.9
COc1cccc(NC(=O)Nc2nnc(CC(=O)NCc3ccccc3)s2)c1 | -3.7 | 0.6 | -8.0 | -9.5 | 0.6 | 0.1 | 2.4 | -6.6 | 8.9
CSCCC(C(=O)Nc1c(C)cccc1C)N1CCN(c2ccc(C(F)(F)F)cn2)CC1 (stereo unspecified) | x | 0.0 | x | -14.2 | x | x | x | -11.8 | 4.3
CCCCCOC(=O)Nc1nnc(CCCCC)s1 | -3.2 | -0.1 | -20.9 | -1.2 | -0.7 | -1.2 | 18.9* | -1.0 | 14.9
COCCCNC(=S)N1CCN(c2nc(-c3ccc(F)cc3)cs2)CC1 | -21.8 | 9.8 | 17.6 | 15.3 | 8.6 | 10.4 | 12.3 | 52.2* | -7.8
O=C(/C=C/c1ccco1)Nc1ccc(Cl)c(S(=O)(=O)N2CCOCC2)c1 | -9.0 | 14.4 | -13.0 | -6.1 | 8.3 | 12.9 | 3.5 | -1.6 | 1.7
